RMI FANCM FP: RMI-FANCM interaction inhibition; Fluorescence polarization, RMI core complex with F-MM2 peptide; active compounds read low; FP signal (polarization) at 33 µM; actives 0.58% (n = 70,000); AID 1159607; in the data active means FP signal below about 40; further: inactives centre near 61; strong numbers were not always called active; unit not given here
Numbers without * were called inactive; & = joins results of further samples.

What do the screens show for `O=C(NCCC1=CCCCC1)C(=O)NCC(c1ccsc1)N1CCCCCC1` (stereo unspecified)?
RMI FANCM FP: 52

Results for Oc1ccc(Cl)cc1C=Nc1cccc(C(F)(F)F)c1 ?
RMI FANCM FP: 50

How did CCOC(=O)N1CCN(C(=O)c2csc(NC(=O)c3ccccc3)n2)CC1 do in these assays?
RMI FANCM FP: 56

How did O=C(C1c2ccccc2Oc2ccccc21)N1CCN=C1SCc1ccccc1F do in these assays?
RMI FANCM FP: 59

What do the screens show for `Cc1noc(-c2ccc(Cl)cc2)c1C(=O)NN`?
RMI FANCM FP: 59

What do the screens show for `CC1CC(C)CN(S(=O)(=O)c2ccc(C(=O)NN3CCOCC3)cc2)C1` (stereo unspecified)?
RMI FANCM FP: 49

Results for CCOC(=O)c1c(-c2ccc(Cl)cc2)csc1NC(=O)CSc1nc2c(c(CC)c1C#N)C(=O)CC(C)(C)C2 ?
RMI FANCM FP: 145

What do the screens show for `O=C(CCSc1ccccc1)NCCOc1ccc2c(c1)OCO2`?
RMI FANCM FP: 61

What do the screens show for `Clc1cc(Cl)nc(N2CCOCC2)n1`?
RMI FANCM FP: 59

Results for COc1ccc(Cl)cc1NC(=O)NCCCn1ncccc1=O ?
RMI FANCM FP: 62

Continued; it opens with the 3 that closed the last part.
What do the screens show for `O=C(CCSc1ccccc1)NCCOc1ccc2c(c1)OCO2`?
RMI FANCM FP: 61

What do the screens show for `Clc1cc(Cl)nc(N2CCOCC2)n1`?
RMI FANCM FP: 59

Results for COc1ccc(Cl)cc1NC(=O)NCCCn1ncccc1=O ?
RMI FANCM FP: 62

How did N#C/C(=C\c1ccc2c(c1)OCO2)c1nc2ccccc2[nH]1 do in these assays?
RMI FANCM FP: 132

What do the screens show for `CCOc1ccc(S(=O)(=O)Nc2ccc(Nc3ccc(-n4cccn4)nn3)cc2)cc1`?
RMI FANCM FP: 59

How did Cc1ccccc1/C=C/C1=NCCN1 do in these assays?
RMI FANCM FP: 54

How did O=C(Nc1cccc(I)c1)C(=O)c1c(O)[nH]c2ccccc12 do in these assays?
RMI FANCM FP: 62

How did COc1ccc(CC(=O)NCC2CCN(C(C)C)CC2)cc1 do in these assays?
RMI FANCM FP: 64

How did O=C(Nc1ccc2c(=O)c3cccc(Cl)c3oc2c1)c1cccc([N+](=O)[O-])c1 do in these assays?
RMI FANCM FP: 68

Results for O=C(CS(=O)(=O)c1ccc(Cl)cc1)NCc1ccccc1 ?
RMI FANCM FP: 51

What do the screens show for `CCOC(=O)c1c(N=Cc2ccc(N(CC)CC)cc2O)sc2c1CCCC2`?
RMI FANCM FP: 80

Results for O=S(=O)(Nc1cccc(-c2ccc3nncn3n2)c1)c1ccccc1F ?
RMI FANCM FP: 62

How did CCOc1ccc2ccccc2c1C(=O)Nc1ccc2c(c1)CN(C(=O)c1ccco1)CC2 do in these assays?
RMI FANCM FP: 69

What do the screens show for `O=C(CSCCSCC(=O)Nc1ccccc1)Nc1ccccc1`?
RMI FANCM FP: 63

What do the screens show for `O=C(NCCn1ncccc1=O)c1ccc2ccccc2c1`?
RMI FANCM FP: 66

What do the screens show for `O=C(Nc1ccc2c(=O)c3ccccc3oc2c1)c1ccccc1Br`?
RMI FANCM FP: 129

What do the screens show for `Cc1nccc(-c2cccc(NC(=O)c3nc4ccccc4s3)c2)n1`?
RMI FANCM FP: 58

Results for Fc1ccc(-c2ccc(C(=S)N3CCN(c4cccc(C(F)(F)F)c4)CC3)o2)cc1 ?
RMI FANCM FP: 59

What do the screens show for `Cc1ccc(C)c(N2CCN(c3ccc(S(=O)(=O)C(C)(C)C)nn3)CC2)c1`?
RMI FANCM FP: 67

How did Cc1ccc(N2CC(C(=O)NCc3n[nH]c(=O)c4ccccc34)CC2=O)cc1 (stereo unspecified) do in these assays?
RMI FANCM FP: 53

How did CCc1ccccc1NC(=O)CSc1nc2ccccc2nc1C do in these assays?
RMI FANCM FP: 83

How did Cc1ccc(C)n1-c1cc([N+](=O)[O-])ccc1N1CCN(C(=O)c2ccccc2)CC1 do in these assays?
RMI FANCM FP: 54

How did COc1ccc(OC)c2c1sc(=NC(=O)c1cc(-c3cccs3)nc3ccccc13)n2C do in these assays?
RMI FANCM FP: 53

3 structures from above, ordered by length of the SMILES, lowest first.
What do the screens show for `O=C(NCCn1ncccc1=O)c1ccc2ccccc2c1`?
RMI FANCM FP: 66

How did CCc1ccccc1NC(=O)CSc1nc2ccccc2nc1C do in these assays?
RMI FANCM FP: 83

Results for Fc1ccc(-c2ccc(C(=S)N3CCN(c4cccc(C(F)(F)F)c4)CC3)o2)cc1 ?
RMI FANCM FP: 59

Additional results.
How did Cc1ccc(N2CCCS2(=O)=O)cc1NC(=O)C(=O)NCc1ccc(Cl)cc1 do in these assays?
RMI FANCM FP: 64

What do the screens show for `Cc1ccc(CNS(=O)(=O)c2ccc(F)c(C(=O)Nc3cc(C)ccc3C)c2)cc1`?
RMI FANCM FP: 105

What do the screens show for `O=C(Cc1csc(NC(=O)NC2CCCCC2)n1)Nc1cccc(Cl)c1`?
RMI FANCM FP: 55

How did CN(C)S(=O)(=O)c1ccc(C(=O)NCCn2ncc3c(N4CCCCCC4)ncnc32)cc1 do in these assays?
RMI FANCM FP: 63

Results for NC1=NC(=O)C(CC(=O)Nc2ccc(OC(F)(F)C(F)Cl)cc2)S1 (stereo unspecified) ?
RMI FANCM FP: 59

What do the screens show for `CSc1nc2ccc(NC(=O)c3cccc(C)c3)cc2s1`?
RMI FANCM FP: 69

Results for CCOC(=O)c1c(-c2ccco2)csc1NC(=O)CSc1ncnc2sc3c(c12)CCC3 ?
RMI FANCM FP: 107

Results for C=CCN1C(=O)C2C3C=CC(O3)C2C1=O (stereo unspecified) ?
RMI FANCM FP: 63

What do the screens show for `CCCN1CCCc2cc(CCNS(=O)(=O)c3cc(Cl)ccc3OC)ccc21`?
RMI FANCM FP: 94

How did Cc1ccccc1NC(=O)C1CCN(S(C)(=O)=O)CC1 do in these assays?
RMI FANCM FP: 65

Entries from the list above that contain a thiophene ring, fused or not:
What do the screens show for `O=C(NCCC1=CCCCC1)C(=O)NCC(c1ccsc1)N1CCCCCC1` (stereo unspecified)?
RMI FANCM FP: 52

Results for CCOC(=O)c1c(-c2ccc(Cl)cc2)csc1NC(=O)CSc1nc2c(c(CC)c1C#N)C(=O)CC(C)(C)C2 ?
RMI FANCM FP: 145

What do the screens show for `CCOC(=O)c1c(N=Cc2ccc(N(CC)CC)cc2O)sc2c1CCCC2`?
RMI FANCM FP: 80

How did COc1ccc(OC)c2c1sc(=NC(=O)c1cc(-c3cccs3)nc3ccccc13)n2C do in these assays?
RMI FANCM FP: 53

Results for CCOC(=O)c1c(-c2ccco2)csc1NC(=O)CSc1ncnc2sc3c(c12)CCC3 ?
RMI FANCM FP: 107

Following part
What do the screens show for `CN(C)c1cccc2c1c(NS(=O)(=O)c1cn(C)cn1)nn2C`?
RMI FANCM FP: 56

How did COc1cccc2cc(C(=O)O)oc12 do in these assays?
RMI FANCM FP: 57

How did COc1ccc(-c2c(C#N)c(C)nc3sc(C(=O)c4ccc(C)cc4)c(N)c23)cc1OC do in these assays?
RMI FANCM FP: 68

How did O=C(CCCn1c(=O)[nH]c2ccccc2c1=O)N1CCN(c2ncccn2)CC1 do in these assays?
RMI FANCM FP: 58

Results for c1ccc2nc(C3=NCCN3)ccc2c1 ?
RMI FANCM FP: 54

Results for O=C(CS(=O)(=O)c1ccc(Cl)cc1)NOC(=O)c1cc(Cl)cc(Cl)c1 ?
RMI FANCM FP: 55

How did O=C(NCCCn1nc(-c2ccc(Cl)cc2)ccc1=O)c1ccc(F)cc1F do in these assays?
RMI FANCM FP: 64

How did Cc1cc2ccccc2n1CCNC(=O)C(C)(C)Oc1ccc(Cl)cc1 do in these assays?
RMI FANCM FP: 73

Results for COc1ccc(CC(=O)NCc2cc(C)oc2C(F)(F)F)cc1OC ?
RMI FANCM FP: 54

Results for CC[C@H]1OC(=O)[C@H](C)C(=O)[C@H](C)[C@@H](O[C@@H]2O[C@H](C)C[C@H](N(C)C)[C@H]2O)[C@](C)(OC)C[C@@H](C)C(=O)[C@H](C)[C@@H]2N(CCCCn3cnc(-c4cccnc4)c3)C(=O)O[C@@]21C ?
RMI FANCM FP: 66

Results for N/C(=N/OC(=O)Nc1ccc(Cl)cc1)c1cnccn1 ?
RMI FANCM FP: 60

How did Cc1cc(NC(=O)c2ccc(Cl)s2)n(C)n1 do in these assays?
RMI FANCM FP: 59

Results for Cc1csc(N=CN(C)C)c1C#N ?
RMI FANCM FP: 54

What do the screens show for `COc1ccc(C(=O)Nc2cc(C(=O)N3CCOCC3)cn(C)c2=O)c(OC)c1`?
RMI FANCM FP: 60

Results for Cc1c(Cl)cccc1NC(=O)C(=O)NCC(c1ccc2c(c1)CCCN2C)N1CCN(C)CC1 (stereo unspecified) ?
RMI FANCM FP: 64

What do the screens show for `c1ccc2c(c1)c1ccccc1n2CCOCCOCCn1c2ccccc2c2ccccc21`?
RMI FANCM FP: 100

Results for Cc1ccc(NC(=O)Cn2c(C)cc(C)c(S(=O)(=O)c3ccccc3)c2=O)c(C)c1 ?
RMI FANCM FP: 65

What do the screens show for `N#CCC1(C#N)CCc2ccccc21` (stereo unspecified)?
RMI FANCM FP: 49

What do the screens show for `CS(=O)(=O)c1ccc(NC(=O)c2ccc(Cl)s2)cc1`?
RMI FANCM FP: 64

How did COC(=O)c1ccccc1NC(=O)CSc1ncnc2sc(C)cc12 do in these assays?
RMI FANCM FP: 62

Results for O=C(CSc1ncnc2c1cnn2-c1ccc(Cl)cc1)Nc1nccs1 ?
RMI FANCM FP: 82

How did Cc1csc(SCc2cc(=O)c(OC(=O)c3ccc(C(F)(F)F)cc3)co2)n1 do in these assays?
RMI FANCM FP: 57

Results for O=C(NCCOc1ccc(F)cc1)c1ccccc1[N+](=O)[O-] ?
RMI FANCM FP: 63

What do the screens show for `O=C(NCC(c1ccco1)N1CCc2ccccc21)Nc1ccc(Cl)cc1` (stereo unspecified)?
RMI FANCM FP: 51

What do the screens show for `COc1ccc(-n2c(C)nc3ccc(NC(=O)CSCc4ccccc4)cc3c2=O)cc1`?
RMI FANCM FP: 68

Results for CC(=O)N1CCN(c2ccc(OCC3CO[C@](Cn4ccnc4)(c4ccc(Cl)cc4Cl)O3)cc2)CC1 (stereo partly specified) ?
RMI FANCM FP: 63

Results for Cc1csc(NC(=O)CSc2nnc(Cc3cc(=O)[nH]c(=O)[nH]3)n2-c2ccc(Cl)cc2)n1 ?
RMI FANCM FP: 58

How did CC(=O)Nc1ccc(NC(=O)CSc2ccc(NC(=O)C3CC3)nn2)cc1 do in these assays?
RMI FANCM FP: 65

How did O=C(NCCCn1nc(-c2ccco2)ccc1=O)c1cc(Cl)ccc1Cl do in these assays?
RMI FANCM FP: 66

How did CC(=O)Nc1ccc(S(=O)(=O)NCC2(c3cccs3)CCCC2)cc1 do in these assays?
RMI FANCM FP: 70

How did NC(=O)N/N=C1/CCCC1c1ccccn1 (stereo unspecified) do in these assays?
RMI FANCM FP: 55

What do the screens show for `O=S(=O)(Nc1ccccc1F)c1cccc(Cl)c1`?
RMI FANCM FP: 56

What do the screens show for `Cc1c(C)c(C)c(C#CCO)c(C)c1C`?
RMI FANCM FP: 64

What do the screens show for `CC(C)(C)c1ccc(C(=O)Nc2sc3c(c2CN2CCCCC2)CCCC3)cc1`?
RMI FANCM FP: 68

How did C=CC(C)(C)OCC(O)CN1CCN(Cc2ccccc2)CC1 (stereo unspecified) do in these assays?
RMI FANCM FP: 62

How did Cc1c(C(=O)NCC2COc3ccccc3O2)oc2ccc(S(=O)(=O)N3CCOCC3)cc12 (stereo unspecified) do in these assays?
RMI FANCM FP: 57

What do the screens show for `O=C(O)CCc1csc(NC(=O)c2ccc(=O)[nH]c2)n1`?
RMI FANCM FP: 66

Results for COC(=O)C(Cc1c[nH]c2ccccc12)N=Cc1ccccc1 (stereo unspecified) ?
RMI FANCM FP: 54

What do the screens show for `O=C(O)C(CCCCN1C(=O)/C(=C\c2cccc([N+](=O)[O-])c2)SC1=S)N1C(=O)/C(=C\c2cccc([N+](=O)[O-])c2)SC1=S` (stereo unspecified)?
RMI FANCM FP: 58

How did O=C(Nc1ccc(S(=O)(=O)N2CCOCC2)cc1)c1cc(-c2ccncc2)nc2ccccc12 do in these assays?
RMI FANCM FP: 79

What do the screens show for `CCOC(=O)c1oc2ccccc2c1NC(=O)C1CCN(S(C)(=O)=O)CC1`?
RMI FANCM FP: 68

What do the screens show for `Cc1cc2cc(CNS(=O)(=O)c3ccc([N+](=O)[O-])cc3)ccc2n1C`?
RMI FANCM FP: 59

Results for Cc1ccc(CNC(=O)CSc2nccn3nc(-c4ccc(Cl)cc4)cc23)cc1 ?
RMI FANCM FP: 65

What do the screens show for `CCCc1ccc(C(=O)NCCN2CCN(c3ccccc3)CC2)cc1`?
RMI FANCM FP: 63

How did CC(C)c1c(O)ccc2c1CCC1[C@@](C)(C=O)CCC[C@]21C (stereo partly specified) do in these assays?
RMI FANCM FP: 60

What do the screens show for `COc1ccc(Oc2ccc(C(F)(F)F)cc2NC(=O)c2nccnc2C(=O)O)cc1`?
RMI FANCM FP: 57

Results for COc1ccc(C2CC(=O)NN2)cc1OC1CCCC1 (stereo unspecified) ?
RMI FANCM FP: 54

Results for CCOc1ccc(N2CCN(C(=O)/C=C/c3ccc4c(c3)OCO4)CC2)nn1 ?
RMI FANCM FP: 59

What do the screens show for `Cn1c(=O)c(Sc2ccccc2)c(O)c2ccccc21`?
RMI FANCM FP: 59

What do the screens show for `CCOC(=O)c1csc(Nc2nc3ccc(F)cc3s2)n1`?
RMI FANCM FP: 81

How did O=C(CSc1nccn1-c1cccc(Cl)c1)N1CCc2ccccc21 do in these assays?
RMI FANCM FP: 60

How did NS(=O)(=O)c1ccc(CCNC(=O)c2c(O)nc3sccn3c2=O)cc1 do in these assays?
RMI FANCM FP: 53

How did Clc1ccccc1CN1CCc2sccc2C1 do in these assays?
RMI FANCM FP: 60&61

What do the screens show for `Cc1noc(COc2ccccc2)c1C(=O)Sc1ccc(F)cc1F`?
RMI FANCM FP: 56

Screening results from PubChem BioAssay.

This is a subset (hit frequency here may not be typical).
